# Assay outcomes: PubChem, several laboratories
# ABCB6 inh 2: human ABCB6 transporter inhibition; 360,000 compounds, 0.19% hits; Q9NP58; fluorescence ratio to DMSO, % at 10 µM; K562-ABCB6 porphyrin accumulation, flow cytometry, 1 h; stronger effect = lower value;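 active = fluorescence ratio to DMSO below 75%, the collection mean minus 3 SD; inconclusive = too few cells collected in the well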;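 also: signal is porphyrin accumulated inside mitochondria; 100% equals median channel fluorescence of DMSO control wells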
# PDI turbidity: inhibitors of human protein disulfide isomerase | AID 588391 | 350,000 compounds, 0.052% hits | P07237 | PDI insulin aggregation turbidity, A650, 90 min | inhibition, % at 10 µM;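 active = mean inhibition across replicates of 30% or more, whatever share of single replicates reach that level; inconclusive = mean inhibition below 30% while every single replicate reaches 30%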;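 also: absorbance from insulin aggregation driven by PDI reduction with DTT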
# H9c2 protect: myocardial damage modulation in H9c2 cells. AID 588492. 360,000 compounds, 0.63% hits. protection from H2O2 cell death, % at 20 µM. H9c2 cardiomyocytes, H2O2 injury protection, ATPLite, 2 h;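 active = compounds giving at least 50% protection of heart cells from peroxide-induced death in the single-dose screen, raw or plate-pattern-corrected value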;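 also: 0% = DMSO wells with peroxide and 100% = DMSO wells without peroxide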
# MC4R barr agon: activates human MC4R beta-arrestin recruitment; 360,000 compounds, 0.98% hits; activation, % at 8.9 µM; U2OS MC4R beta-arrestin complementation, luminescence; percent of melanotan II response, DMSO zero;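 active = activation above a per-plate cutoff, the mean activation of sample wells on that plate plus 3 SD, cut at about 8% in these data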
# ABHD5 PLIN5 PPI: ABHD5-PLIN5 protein interaction inhibition. Split G. princeps luciferase complementation, luminescence, 4 h. inhibition, % at 4 µM. Q00G26+Q8WTS1. 360,000 compounds, 0.78% hits. AID 602281;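 active = inhibition above the mean inhibition across every tested compound plus 3 SD, cut at about 22% in these data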;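 also: 0% = DMSO only wells and the 100% control is not disclosed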
# Target sequence (Q00G26 whole entry, looked up): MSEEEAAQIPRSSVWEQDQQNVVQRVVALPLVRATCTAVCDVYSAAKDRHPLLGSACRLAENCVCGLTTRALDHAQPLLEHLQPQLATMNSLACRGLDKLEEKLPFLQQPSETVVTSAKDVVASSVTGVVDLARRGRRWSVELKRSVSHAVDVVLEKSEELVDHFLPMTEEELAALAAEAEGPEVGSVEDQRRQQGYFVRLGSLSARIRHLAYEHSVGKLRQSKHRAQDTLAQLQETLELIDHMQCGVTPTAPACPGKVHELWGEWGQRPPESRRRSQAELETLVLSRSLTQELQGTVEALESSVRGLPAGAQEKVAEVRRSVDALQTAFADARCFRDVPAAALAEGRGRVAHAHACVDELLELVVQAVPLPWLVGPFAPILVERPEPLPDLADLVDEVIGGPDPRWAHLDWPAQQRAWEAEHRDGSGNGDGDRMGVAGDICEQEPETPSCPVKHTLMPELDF
# Target sequence (Q8WTS1 whole entry, looked up): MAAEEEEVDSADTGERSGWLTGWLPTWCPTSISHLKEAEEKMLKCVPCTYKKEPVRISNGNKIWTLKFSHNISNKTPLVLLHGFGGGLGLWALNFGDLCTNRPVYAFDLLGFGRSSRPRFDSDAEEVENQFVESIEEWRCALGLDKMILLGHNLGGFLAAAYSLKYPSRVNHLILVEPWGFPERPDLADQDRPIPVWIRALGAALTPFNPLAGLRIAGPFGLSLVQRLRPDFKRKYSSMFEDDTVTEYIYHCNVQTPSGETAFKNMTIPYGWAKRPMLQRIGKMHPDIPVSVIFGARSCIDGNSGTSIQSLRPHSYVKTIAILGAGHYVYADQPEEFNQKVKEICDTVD
# HTR2A ag: agonists of mouse serotonin 5-HT2A receptor (HTR2A); 360,000 compounds, 0.66% hits; activation, % at 7.6 µM; P35363; AID 624169; CHO-K1 mHTR2A beta-arrestin complementation, luminescence; percent of 30 µM serotonin response;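 active = activation above a run cutoff, the mean activation of all tested compounds plus 3 SD, cut at about 14% in these data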;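 also: 0% = plate median of compound wells and 100% = 30 µM serotonin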
# CaV13 ICDI inh: Disruptors of the CACNA1D IQ motif to Ca2+-dependent inactivation inhibitor domain association, primary screening, Förster resonance energy transfer in intact living …; HEK cells, CFP/YFP FRET ICDI-IQ, plate reader, 10 min; percent FRET-ratio fall versus neutral wells; AID 743397; 340,000 compounds, 0.098% hits; inhibition, % at 12.3 µM;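 active = mean replicate inhibition of at least 30% and at least 1% of replicates passing that level; inconclusive = only one of the two criteria is met; inactive = neither criterion is met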;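 also: 0% = median of the neutral control wells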
# N-glyco inh: N-linked glycosylation inhibition; D54 ERlucT glycosylation luciferase reporter, 24 h; percent of 100 nM tunicamycin response; reporter increase, % at 12.5 µM; 360,000 compounds, 0.23% hits; AID 588692;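 active = mean luciferase reporter signal, scaled so untreated is 0 and the glycosylation-blocking control 100, at or above a set limit in every replicate; inconclusive = mean reaches the limit but not every replicate does; inactive = mean below the limit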;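 also: luciferase carries N-glycosylation sites so blocking glycosylation raises the light; 0% = median of neutral control wells and 100% = median of 100 nM tunicamycin wells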
# Granule exo inh: blocks lytic granule exocytosis. AID 651702. TALL-104 LAMP-1 surface exposure, flow cytometry; cells stimulated with thapsigargin and PMA. 360,000 compounds, 0.66% hits. inhibition, % at 10 µM;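 active = inhibition above about 55%, limit read from the data; inconclusive = no clear call, values can overlap the other calls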
# MC4R antagonist: human MC4R antagonism in cAMP assay; P32245; MC4R-expressing cells, MTII-stimulated cAMP, LANCE TR-FRET; 360,000 compounds, 0.48% hits; AID 540295; inhibition, % at 6.5 µM;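 active = inhibition above its plate's cutoff, the mean of tested wells on that plate plus 3 SD, cut at about 29% in these data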;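 also: 0% = Melanotan II alone and 100% = Melanotan II plus saturating MCL0020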
#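 Material: human MC4R-expressing U2OS cells. Probe or stimulus: Melanotan II challenge. Dosing: 6.5 µM single dose. Times: 30-min compound, 1-h challenge, 1-h detection, room temperature. Technique: TR-FRET with Eu-cAMP and labeled anti-cAMP, 671 nm. Replication: singlicate.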
# * = called active by the depositor; ? = inconclusive; nt = no result given; & = joins results of further samples.
# Short keys: A = ABCB6 inh 2; B = PDI turbidity; C = H9c2 protect; D = MC4R barr agon; E = ABHD5 PLIN5 PPI; F = HTR2A ag; G = CaV13 ICDI inh; H = N-glyco inh; I = Granule exo inh; J = MC4R antagonist
O=C(Cn1cc(COc2ccccc2[N+](=O)[O-])nn1)c1ccc(O)cc1
  A: 103	B: 0	C: 1	D: -1.6	E: 8	F: -3	G: -4	H: -2	I: -1	J: 15
O=C(O)c1cncc(SCc2ccccc2)n1
  A: 95	B: -1	C: 1	D: 0.6	E: -3	F: -1	G: -5	H: -1	I: 12	J: 3
O=C(O)c1ccc(CSc2nnc(Cc3ccccc3)o2)cc1
  A: 98	B: -4	C: -2	D: 0.8	E: 0	F: 2	G: nt	H: 4	I: 5	J: 3
OCCC1CN(Cc2cccn2-c2ccccn2)CCN1C1CCCCC1 (stereo unspecified)
  A: 101	B: ?	C: -1	D: 1.1	E: 1	F: -3	G: -12	H: -1	I: 0	J: 11
N/C(Cn1cncn1)=N\NC(=O)C(=O)Nc1ccccc1
  A: 96	B: -10	C: 0	D: -1.7	E: 5	F: 5	G: -4	H: 2	I: 3	J: -5
O=C(O)CCSSCCC(=O)O
  A: 99	B: nt	C: 4	D: -2.5	E: 0	F: 2	G: nt	H: 2	I: -3	J: 6
CCOc1ccc(N(CC(=O)Nc2ccc(OC)cc2)C2=NC3CS(=O)(=O)CC3S2)cc1 (stereo unspecified)
  A: ?	B: nt	C: -4	D: -0.1	E: -2	F: -1	G: -5	H: 7	I: 1	J: 5
COc1cccc(NS(=O)(=O)c2ccc3c(c2)n(C)c(=O)c(=O)n3C)c1
  A: 100	B: -3	C: 2	D: -1.1	E: -8	F: 4	G: -7	H: 3	I: -4	J: 2
CCCc1cc(=O)[nH]c(SCC(=O)c2cc(C)n(C3CC3)c2C)n1
  A: 95	B: 10	C: -2	D: 0.1	E: -13	F: 10	G: 1	H: 0	I: 6	J: 0
C=CCN1C(=O)S/C(=C/c2ccsc2)C1=O
  A: 96	B: 2	C: -2	D: -2.3	E: -6	F: 4	G: -6	H: 0	I: -1	J: 6
Cc1ccc(N(CC(=O)N2CCCC2)S(C)(=O)=O)c(C)c1
  A: 99	B: -3	C: 1	D: -1.5	E: 1	F: -1	G: -5	H: -2	I: 2	J: 12
Cc1ccc(S(=O)(=O)N2CC[C@H]3[C@@H](C2)C(=O)C[C@@H](c2ccccc2)N3S(=O)(=O)c2ccc(C)cc2)cc1
  A: 91	B: nt	C: 4	D: nt	E: -13	F: -1	G: -6	H: -4	I: 0	J: nt
COc1ccccc1CNC(=O)C1CCC(CNc2c(N3CCC(C)CC3)c(=O)c2=O)CC1 (stereo unspecified)
  A: 98	B: 9	C: -1	D: -2.5	E: 0	F: 1	G: -6	H: 0	I: -3	J: 16
CCOC(=O)NC(=O)COC(=O)CNC(=O)c1ccc(OCC)c(OCC)c1
  A: 101	B: 10	C: 13	D: -1.1	E: -2	F: 0	G: -3	H: 0	I: -13	J: 16
O=C(CN1C(=O)C(=O)N(Cc2ccco2)C1=O)Nc1ccccc1
  A: 104	B: -8	C: 2	D: 1.3	E: -16	F: -1	G: -6	H: 2	I: 10	J: 8
CCN(C(=O)CSc1nc2cc(C(=O)O)ccc2c(=O)n1Cc1ccccc1)c1ccccc1
  A: 97	B: -8	C: 8	D: -1.7	E: 2	F: -1	G: -2	H: -2	I: -6	J: 7
COC(=O)C1CCN(C(=O)COC(=O)C2CCN(S(=O)(=O)c3c(Cl)cccc3Cl)CC2)CC1
  A: 99	B: -5	C: 6	D: -0.3	E: 13	F: 4	G: -3	H: 4	I: 1	J: 12
CC(=O)Nc1cccc(S(C)(=O)=O)c1
  A: 102	B: -4	C: 1	D: -0.5	E: -5	F: 4	G: -5	H: 5	I: 2	J: 6
Cc1ncc([N+](=O)[O-])n1CC(=O)NC1CCCCCC1
  A: 94	B: -6	C: 0	D: -2.2	E: 5	F: 1	G: -4	H: 1	I: 0	J: 0
Cn1c(CC(=O)Nc2ccccc2)nnc1SCC(=O)Nc1ccc(N2CCOCC2)cc1
  A: 92	B: 3	C: -5	D: -0.8	E: -5	F: 8	G: -7	H: 1	I: -20	J: 5
CCOC(=O)c1c(C)oc2c(F)c(F)c(F)c(F)c2c1=O
  A: 89	B: 11	C: 16	D: 0.0	E: -1	F: 0	G: nt	H: 31*	I: 46	J: 33*
CCOc1ccc(C2c3[nH]c4ccccc4c3CCN2Cc2cccn2-c2ncccn2)cc1 (stereo unspecified)
  A: 90	B: -9	C: -2	D: 1.8	E: 20	F: -8	G: -5	H: -9	I: 8	J: 3
Cc1ccc(C(=O)Nc2cccc(C(=O)O)c2)cc1S(=O)(=O)N1CCCCC1
  A: 92	B: 0	C: -14	D: -1.0	E: 2	F: -6	G: nt	H: -2	I: 3	J: 4
Cc1ccc(NC(=O)Cn2cc(C(F)(F)F)cc(Cl)c2=O)cc1Cl
  A: 101	B: 8	C: 3	D: 0.6	E: 7	F: 1	G: 11	H: -1	I: 3	J: 3
COC(=O)c1cc([N+](=O)[O-])c(-n2cncn2)c([N+](=O)[O-])c1
  A: 95	B: -4	C: -19	D: -3.7	E: 6	F: 3	G: -14	H: 1	I: 3	J: 8
O=C(NCc1ccco1)c1cc2n(n1)C(C(F)(F)F)CC(c1ccc(F)cc1)N2 (stereo unspecified)
  A: 96	B: 0	C: -2	D: -1.6	E: 9	F: -6	G: -4	H: -5	I: 4	J: 0
CCc1ccc(OCCNC(=O)c2ccco2)cc1
  A: 99	B: -5	C: -3	D: -3.1	E: 5	F: -1	G: -5	H: 2	I: -5	J: 5
CC(C)c1ccc(N(CC(=O)NCc2ccc(F)cc2)C(=O)c2csnn2)cc1
  A: 91	B: 1	C: 0	D: -2.1	E: -7	F: -3	G: 1	H: 2	I: -2	J: 4
O=[N+]([O-])c1ccc(C(=S)N2CCN(Cc3ccccc3)CC2)cc1
  A: 97	B: -9	C: 9	D: 0.6	E: -1	F: 0	G: -6	H: 0	I: 2	J: 0
O=C(NCC(=O)N(c1ccccc1)C(C(=O)NC1CCCCC1)c1cccnc1)c1cccs1 (stereo unspecified)
  A: 97	B: -9	C: 2	D: -2.6	E: 4	F: 2	G: -4	H: -1	I: -6	J: 15
CCN1C(=O)c2ccccc2S(=O)c2ccc(C(=O)N3CCN(C(=O)c4ccco4)CC3)cc21 (stereo unspecified)
  A: 84	B: nt	C: 2	D: -0.9	E: 4	F: 0	G: -3	H: 0	I: 15	J: 4
CC(C)(C)n1nnnc1C(c1cccs1)N(Cc1cccnc1)Cc1ccco1 (stereo unspecified)
  A: 95	B: -17	C: -7	D: -2.5	E: 6	F: -7	G: -6	H: -1	I: 5	J: 3
CC(C)c1ccc(N(CC(=O)NCc2ccco2)C(=O)CCC(=O)Nc2nccs2)cc1
  A: 101	B: 1	C: -2	D: 1.1	E: -1	F: 5	G: -4	H: 3	I: 4	J: 16
Cn1c(CC(=O)NNC(=O)c2ccccc2F)nc2ccccc21
  A: 96	B: 19	C: 19	D: -2.9	E: 7	F: 2	G: -2	H: 1	I: -4	J: 19
O=c1oc2ccccc2c(Nc2ccc3ccccc3c2)c1[N+](=O)[O-]
  A: 100	B: -7	C: -13	D: -1.9	E: -2	F: 0	G: nt	H: 10	I: 1	J: -3
COc1ccc(N2C=C3C(=O)C(C)(OC(=O)CCc4ccccc4)C(=O)C=C3C=C2c2ccc(C#N)cc2)cc1 (stereo unspecified)
  A: 103	B: 2	C: 16	D: 1.1	E: -44	F: 2	G: -5	H: 2	I: 2	J: 10
CNC(=O)N(O)C1N(/N=C/c2cccs2)C(=S)SC1(C)C (stereo unspecified)
  A: 99	B: -3	C: -2	D: -1.7	E: 2	F: 2	G: 1	H: -1	I: -3	J: 9
C=CCN(C(=O)c1cccc(N2C(=O)C3CC=CC(C)C3C2=O)c1)c1ccccc1 (stereo unspecified)
  A: 100	B: 1	C: -4	D: -1.4	E: -5	F: 1	G: -2	H: 0	I: 4	J: 8
O=S(=O)(Nc1ccccn1)c1cccc(S(=O)(=O)c2ccc(Br)cc2)c1
  A: 100	B: -4	C: -9	D: 2.5	E: -5	F: -2	G: -4	H: 1	I: -6	J: 14
COc1ccccc1OCC(O)CN1CCN(CC(=O)Nc2c(C)cccc2C)CC1 (stereo unspecified)
  A: 99&103	B: 0&3	C: 0&-7	D: 0.6&1.2	E: -5&7	F: -7&7	G: -5&-5	H: 1&2	I: 0&10	J: 18&2

# Grouped by structure, the compounds so far containing a CF3 group (two)
# Short keys: A = ABCB6 inh 2; B = PDI turbidity; C = H9c2 protect; D = MC4R barr agon; E = ABHD5 PLIN5 PPI; F = HTR2A ag; G = CaV13 ICDI inh; H = N-glyco inh; I = Granule exo inh; J = MC4R antagonist
Cc1ccc(NC(=O)Cn2cc(C(F)(F)F)cc(Cl)c2=O)cc1Cl
  A: 101	B: 8	C: 3	D: 0.6	E: 7	F: 1	G: 11	H: -1	I: 3	J: 3
O=C(NCc1ccco1)c1cc2n(n1)C(C(F)(F)F)CC(c1ccc(F)cc1)N2 (stereo unspecified)
  A: 96	B: 0	C: -2	D: -1.6	E: 9	F: -6	G: -4	H: -5	I: 4	J: 0

# Single entries from the entries so far:
# CCCc1cc(=O)[nH]c(SCC(=O)c2cc(C)n(C3CC3)c2C)n1 in CaV13 ICDI inh is listed with 1
# CCOc1ccc(N(CC(=O)Nc2ccc(OC)cc2)C2=NC3CS(=O)(=O)CC3S2)cc1 (stereo unspecified) in H9c2 protect is listed with -4
# O=S(=O)(Nc1ccccn1)c1cccc(S(=O)(=O)c2ccc(Br)cc2)c1 in HTR2A ag is listed with -2

# Some of these compounds in order of their number in ABHD5 PLIN5 PPI, rising:
mol | ABCB6 inh 2 | PDI turbidity | MC4R barr agon | ABHD5 PLIN5 PPI | HTR2A ag | CaV13 ICDI inh | N-glyco inh | Granule exo inh | MC4R antagonist
COc1ccc(N2C=C3C(=O)C(C)(OC(=O)CCc4ccccc4)C(=O)C=C3C=C2c2ccc(C#N)cc2)cc1 (stereo unspecified) | 103 | 2 | 1.1 | -44 | 2 | -5 | 2 | 2 | 10
CC(C)c1ccc(N(CC(=O)NCc2ccc(F)cc2)C(=O)c2csnn2)cc1 | 91 | 1 | -2.1 | -7 | -3 | 1 | 2 | -2 | 4
C=CCN(C(=O)c1cccc(N2C(=O)C3CC=CC(C)C3C2=O)c1)c1ccccc1 (stereo unspecified) | 100 | 1 | -1.4 | -5 | 1 | -2 | 0 | 4 | 8
CNC(=O)N(O)C1N(/N=C/c2cccs2)C(=S)SC1(C)C (stereo unspecified) | 99 | -3 | -1.7 | 2 | 2 | 1 | -1 | -3 | 9
CCc1ccc(OCCNC(=O)c2ccco2)cc1 | 99 | -5 | -3.1 | 5 | -1 | -5 | 2 | -5 | 5
Cn1c(CC(=O)NNC(=O)c2ccccc2F)nc2ccccc21 | 96 | 19 | -2.9 | 7 | 2 | -2 | 1 | -4 | 19
